Pf growth 48h: P. falciparum growth inhibition at 48 hours (one generation) | P. falciparum luciferase growth in erythrocytes, 48 h | Potency, µM (highest dose often 28.7 µM), without a hit: at the highest dose activity change, negative = inhibition, actives largely listed as inhibitors | 310,000 tested, 5.9% active | AID 504832; also: potency is read from the fitted curve at half-maximal effect; % is scaled to controls: 0 for no effect and ±100 for the full control effect
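A one-generation exposure of luciferase-tagged malaria parasites in RPMI 1640/Albumax erythrocyte culture, 37 C and 5% CO2. Inhibition is inferred from decreased luminescence after adding detection reagent.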
TbPYK inhibitor: blocks Trypanosoma brucei pyruvate kinase. AID 624173. 410,000 tested, 0.12% active. Q57TT1. TbPYK enzyme, Kinase-Glo Plus ATP luminescence, 45 min. Potency, µM (top dose mostly 76.8 µM), inactives show top-dose activity, negative = inhibition, most hits filed as inhibitors; also: potency is read from the fitted curve at half-maximal effect; % is scaled to controls: 0 for no effect and ±100 for the full control effect; nearly all actives have a fitted effect of over 50% in size
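Quantitative HTS: titrated library compounds versus trypanosomal pyruvate kinase in TEA buffer (pH 7.2) containing KCl, MgCl2, BSA and Tween-20. Reactions were initiated with ADP, 130 uM final. Kinase-Glo Plus luminescence was read after 45 min at RT.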
LmPK inh: LmPK (Leishmania mexicana) enzyme inhibition. Q27686. purified LmPK, Kinase-Glo ATP luminescence, 1 h. Potency, µM (series often up to 57.5 µM), for the others: at the top dose activity change, negative = inhibition, hits mostly inhibitors. 290,000 tested, 0.37% active. AID 1721; also: potency is read from the fitted curve at half-maximal effect; % is scaled to controls: 0 for no effect and ±100 for the full control effect
Target sequence (Q27686 whole entry, looked up): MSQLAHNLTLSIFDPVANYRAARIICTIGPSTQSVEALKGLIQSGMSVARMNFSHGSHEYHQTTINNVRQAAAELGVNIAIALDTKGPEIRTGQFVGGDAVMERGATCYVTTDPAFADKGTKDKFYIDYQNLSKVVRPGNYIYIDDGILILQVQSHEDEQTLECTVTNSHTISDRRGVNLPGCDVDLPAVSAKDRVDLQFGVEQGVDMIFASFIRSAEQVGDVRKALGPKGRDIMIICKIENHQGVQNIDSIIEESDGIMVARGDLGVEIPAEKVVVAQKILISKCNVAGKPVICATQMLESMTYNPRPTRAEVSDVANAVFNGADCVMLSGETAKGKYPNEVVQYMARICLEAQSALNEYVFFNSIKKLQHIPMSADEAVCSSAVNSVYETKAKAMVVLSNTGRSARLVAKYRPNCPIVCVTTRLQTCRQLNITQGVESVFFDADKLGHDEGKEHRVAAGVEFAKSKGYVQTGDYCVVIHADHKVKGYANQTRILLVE
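Purified LmPK (0.1 nM) converted ADP (0.1 mM) to ATP with PEP (0.5 mM) in imidazole buffer pH 7.2 with KCl and MgCl2, 1 h at room temperature. ATP was read by Kinase-Glo luminescence; data normalized to uninhibited and no-enzyme controls.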
Cycloheximide cs: affects cycloheximide protein synthesis inhibition readout, counter-screen; cell reporter, cycloheximide protein synthesis inhibition counterscreen; max response, %; 300,000 tested, 12% active; in the data active = max response mostly above about 13%, no sharp cut-off; inactive = mostly below about 14%; also: read at 38.3 µM for the half of the compounds with a filed dose; 0% is about no effect
Pf growth 96h: P. falciparum growth inhibition at 96 hours; P. falciparum luciferase reporter growth, 96 h; Potency, µM (series often up to 28.7 µM), for inactives: at the highest dose activity change, negative = inhibition, most hits filed as inhibitors; 320,000 tested, 6.9% active; AID 504834; also: potency is read from the fitted curve at half-maximal effect; % is scaled to controls: 0 for no effect and ±100 for the full control effect
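Plates of compound plus infected erythrocytes (2% hematocrit, 0.05% parasitemia final) incubate 96 hours, 37 C, 5% CO2. Detection reagent added; reduced luminescence from the parasites' luciferase reporter flags inhibition.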
HCV inhibitor: HCV inhibition; Huh7.5.1 HCVcc-Cre infection, luciferase reporter, 44 h; Potency, µM (titrated, usually from 41.8 µM), without a hit: top-dose activity change, negative = inhibition, actives largely listed as inhibitors; 340,000 tested, 3.4% active; also: potency is read from the fitted curve at half-maximal effect; % is scaled to controls: 0 for no effect and ±100 for the full control effect
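Luciferase read-out (15 sec integration) after a 15 min room-temperature substrate step quantifies HCVcc-Cre infection. Cells, 1,000 per well, had compound added 4 h post-plating, then virus at ~0.5 moi, and were cultured 44 h.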
Shiga inhibitor: blocks Shiga toxin action in Vero cells | Vero cells, Shiga toxin protein synthesis inhibition reporter | inhibition, % at 38.7 µM | 290,000 tested, 9.2% active; in the data active = inhibition mostly above about 28%, no sharp cut-off; inactive = mostly below about 43%; also: 0% is about no effect
* hit, by the source's call; ? = inconclusive; nt = not tested or not shown; & = joins results of further samples; [ ] = remark or other dose. Unless noted, calls follow the shape of the dose curve; as a rule, active = well fitted curve in the direction sought with a large enough effect; inconclusive = small, poorly fitted or top-dose-only effect, or another doubt; inactive = no such curve, though single readings can be large; an effect the other way counts as inactive or inconclusive.

Values run as follows: Pf growth 48h	TbPYK inhibitor	LmPK inh	Cycloheximide cs	Pf growth 96h	HCV inhibitor	Shiga inhibitor
- Cc1c(O)c(S(=O)(=O)c2ccccc2)c(=O)n(-c2ccccc2)c1-c1ccccc1
 : 19%	13%	0%	15	-5%	19%	39
- CC(=O)c1sc(-c2ccccc2)cc1N
 : 62%[activator]	3%	3%	14	93%[activator]	8.9µM*	35
- CCCC(=O)N1CCc2cc(OC)c(OC)cc2C1COc1ccccc1OC (configuration not stated)
 : ?	4%&3%	1%	-7	-13%	9%	2
- O=C(Nc1ccc(Cc2ccncc2)cc1)c1ccco1
 : 50%[activator]	-10%	-1%	24*	?	25%	81*
- CCOC(=O)c1cnc(-n2cc(C)cn2)nc1NCc1ccc2c(c1)OCO2
 : 0%	4%	1%	-3	?	?	26
- CCOC(=O)c1cnn(-c2ncnc3sc(C)c(C)c23)c1N
 : ?	4%	-3%	-3	-21%	-4%	1
- CCOc1cc(N2CCOCC2)c(OCC)cc1NS(=O)(=O)c1cc(NC(C)=O)ccc1OC
 : 20%	-9%	-3%	0	0%	-6%	13
- C[C@@H](C(=O)N1CCN(C(=O)OC(C)(C)C)CC1)n1cc(CCCN=C(NC(=O)OC(C)(C)C)NC(=O)OC(C)(C)C)nn1
 : -12%	-1%	6%	-1	33%[activator]	-19%	-4
- COc1cccc(NC(=O)C2CC2(c2cccc(OC)c2)c2cccc(OC)c2)c1 (configuration not stated)
 : ?	2%	6%	6	?	?	9
- O=C(CN1C(=O)CSC1=O)NCc1ccccc1
 : 41%[activator]	5%	-6%	3	0%	2%	20
- CCN(C(=O)CCS(=O)(=O)c1ccc2c(c1)oc(=O)n2C)c1ccc(OC)cc1
 : -29%	0%&-4%	9%	-2	10µM*	20%	-2
- CC1=CCC(C(=O)O)C(C(=O)O)C1 (configuration not stated)
 : 54%[activator]	-3%	-2%	-7	40%[activator]	14%	-9
- COc1ccc(CNC(=O)CCn2c(=O)oc3ccccc32)c(OC)c1
 : 12%	-5%	8%	-3	?	12%	26
- CCC(=O)Nc1cccc2ccccc12
 : 20%	11%	2%	-4	28%	0%	-3
- COc1cc(/C=N/Nc2ccccc2[N+](=O)[O-])cc(OC)c1O
 : 42%[activator]	-12%	-5%	26*	-4%	?	88*
- COc1ccc(N2CCN(C(=O)Cn3c(=O)c4cccn4c4cccnc43)CC2)cc1
 : 9%	0%	-3%	-3	110%[activator]	?	-4
- O=C(COc1ccc2ccc(=O)oc2c1)NCc1ccccn1
 : 3%	0%	-5%	-2	-3%	12%	-11
- CCC1CCCCN1CCCNC(=O)CSc1nc2nc(C)c(Cc3ccccc3Cl)c(C)n2n1 (configuration not stated)
 : ?	-8%	1%	-4	-2%	-25%	-11
- C=C(C)Cn1c(=O)c(NC(=O)c2ccccc2)c2n(c1=S)CCC2
 : nt	0%	-3%	-3	?	-9%	-15
- COc1ccc(S(=O)(=O)NNC(=O)C2Cc3c(ccc4ccccc34)O2)cc1 (configuration not stated)
 : 36%[activator]	0%	0%	-3	59%[activator]	?	-9

Pulled one by one from the entries so far (3):
Values run as follows: Pf growth 48h	TbPYK inhibitor	LmPK inh	Cycloheximide cs	Pf growth 96h	HCV inhibitor	Shiga inhibitor
- Cc1c(O)c(S(=O)(=O)c2ccccc2)c(=O)n(-c2ccccc2)c1-c1ccccc1
 : 19%	13%	0%	15	-5%	19%	39
- CCN(C(=O)CCS(=O)(=O)c1ccc2c(c1)oc(=O)n2C)c1ccc(OC)cc1
 : -29%	0%&-4%	9%	-2	10µM*	20%	-2
- O=C(CN1C(=O)CSC1=O)NCc1ccccc1
 : 41%[activator]	5%	-6%	3	0%	2%	20

Returning to the listing with the 4 entries that preceded the break.
Values run as follows: Pf growth 48h	TbPYK inhibitor	LmPK inh	Cycloheximide cs	Pf growth 96h	HCV inhibitor	Shiga inhibitor
- O=C(COc1ccc2ccc(=O)oc2c1)NCc1ccccn1
 : 3%	0%	-5%	-2	-3%	12%	-11
- CCC1CCCCN1CCCNC(=O)CSc1nc2nc(C)c(Cc3ccccc3Cl)c(C)n2n1 (configuration not stated)
 : ?	-8%	1%	-4	-2%	-25%	-11
- C=C(C)Cn1c(=O)c(NC(=O)c2ccccc2)c2n(c1=S)CCC2
 : nt	0%	-3%	-3	?	-9%	-15
- COc1ccc(S(=O)(=O)NNC(=O)C2Cc3c(ccc4ccccc34)O2)cc1 (configuration not stated)
 : 36%[activator]	0%	0%	-3	59%[activator]	?	-9
- Cc1cc(OCC(=O)Nc2ccc(CN3CCCCC3)cc2)ccc1Cl
 : ?	-5%	0%	-3	21%	-10%	2
- COc1ccccc1/C=C/C(=O)NCC(=O)N/N=C(\CCC(=O)O)c1ccccc1
 : 42%[activator]	-1%	2%	13	?	21%	2
- O=C(CNC(=O)C12CC3CC(CC(C3)C1)C2)Nc1ncccc1O
 : 0%	-6%	nt	nt	30%	15%	nt
- O=C(CN1CCN(S(=O)(=O)c2ccc(Br)cc2)CC1)N/N=C/c1ccccc1C(=O)O
 : 0%	9%	1%	-5	8%	7%	11
- O=C(O)c1cccc(Nc2nc(C(F)(F)F)nc3ccccc23)c1
 : 59%[activator]	1%	6%	11	23%	4%	20
- CCC(=O)NC(=S)NNC(=O)COc1ccc(Br)cc1
 : ?	-7%	5%	-2	9%	3%	15
- COc1ccc(-c2nnc(SCc3cc(C)cc(C)c3)o2)cc1
 : -14%	2%	-9%	-1	?	?	-2
- O=C(CN1CCN(c2ccc(Cl)cc2)CC1)Nc1cccc(F)c1
 : 12%	-2%	9%	-3	?	-12%	-18
- CCOC(=O)C1=C(C)NC(SC)=NC1c1ccccc1 (configuration not stated)
 : ?	-10%	-5%	-2	-21%	-8%	10
- CCCOc1ccc2ccccc2c1/C=C1\SC(=O)NC1=O
 : -18%	7%	4%	-1	?	8%	nt
- Cc1nn(-c2ccccc2)c(C)c1/C=N/n1cnnc1
 : -9%	-12%	2%[11.5 µM]	-4	?	13%	-13
- O=C(COC(=O)c1ccc2c(c1)OCCO2)NCCC1=CCCCC1
 : 27%	6%	3%	23*	?	19%	100*
- CCn1c(SCC(=O)N2CCN(c3ccccc3)CC2)nnc1-c1ccoc1C
 : nt	-18%	3%	-4	-6%	?	2
- CC1CCN(C(=O)c2[nH]cnc2C(=O)Nc2cccc(Cl)c2)CC1
 : -7%	4%	nt	nt	33%[activator]	-1%	nt
- Cc1cc2cc(C#N)c(N3CCN(S(C)(=O)=O)CC3)nc2cc1C
 : -3%	-12%	0%	-2	?	1%	-6
- Cc1ccc(S(=O)(=O)NCC(=O)N(CC(=O)NCC2CCCO2)Cc2ccccc2Cl)cc1 (configuration not stated)
 : -17%	6%	3%	9	10%	15%	-8
- CCC(=O)N1CCc2cc(S(=O)(=O)CCC(=O)NCCc3ccccc3)ccc21
 : nt	-3%	7%	4	?	?	-9
- CCN1CCN(C(=S)Nc2cc(C(=O)OC)ccc2C(=O)OC)CC1
 : 14%	-6%	-2%[11.5 µM]	-3	1%	-21%	-18
- NC(=O)C1(N2CCCCC2)CCN(C(=O)Nc2ccccc2C(F)(F)F)CC1
 : 5%	5%	1%	-2	1.7µM*	0%	-7
- CCOC(=O)C1CCCN(CC(=O)NC2=Nc3ccccc3N=C(C)C2c2ccccc2)C1 (configuration not stated)
 : 10µM*	3%	0%	2	?	-5%	-3
- O=C(CSc1nc2[nH]c(=O)cc(O)c2s1)Nc1nccs1
 : 16%	3%	nt	nt	?	32%[activator]	nt
- COc1ccccc1NS(=O)(=O)c1ccc(C(=O)N2CCCC(C(F)(F)F)C2)cc1 (configuration not stated)
 : -21%	3%	nt	nt	?	6%	nt
- COc1ccccc1NS(=O)(=O)c1cc(NC(=O)c2cccs2)ccc1N1CCCCC1
 : ?	-8%	-6%	1	3.7µM*	7%	10
- Cc1cc(Br)c2c(c1)C(O)(N1CCCCC1C)C(=O)N2 (configuration not stated)
 : -9%	5%	1%	8	?	7%	-6
- CCOP(=O)(c1ccccc1)c1nc(-c2ccccc2C)oc1NCc1ccccc1 (configuration not stated)
 : 12µM*	-1%	3%	-3	?	5%	20
- O=C(c1ccc(Cl)s1)N1CCN(c2ncccn2)CC1
 : 31%[activator]	1%	3%	1	-21%	11%	-7
- O=C(Nc1sc2c(c1C(=O)c1ccc(Cl)cc1)CCCC2)c1cccnc1
 : ?	-5%	1%	10	?	?	16
- CC(C)(C)OC(=O)NCCCCCc1cn(CC(=O)NCCCCCCCCCCC(=O)N2CCN(C(=O)OC(C)(C)C)CC2)nn1
 : ?	-6%	nt	nt	?	?	nt
- CCOC(=O)c1c(C)[nH]c(O)c1C=Nc1ccc(Cl)cc1
 : 38%[activator]	-10%	0%	1	0%	-14%	16
- C=CCN=C(C)C1=C(O)CCC1=O
 : 3%	7%	3%	0	23%	5%	0
- COc1ccc(OCCOC(=O)c2ccc(F)c(S(=O)(=O)N3CCOCC3)c2)cc1
 : ?	2%	nt	nt	?	?	nt
- CC(=O)CCC(=O)c1ccc2ccccc2c1
 : 34%[activator]	1%	2%	48*	72%[activator]	31%[activator]	53*
- CC1CCN(C(=O)c2cc(-c3ccco3)on2)CC1
 : 98%[activator]	-3%	-20%	27*	42%[activator]	-12%	66*
- Cc1ccc(OCC(=O)NCCCNC(=O)c2ccccn2)cc1
 : -22%	-10%	2%	-1	?	13%	-5
- Cc1nc2ccc(Cl)cc2nc(C)/c1=N\O
 : 36%[activator]	0%	1%	28*	178%[activator]	11%	50
- O=C(CCc1c[nH]c2ccccc12)NCCOc1ccccc1
 : -18%	4%	-3%	25	17%	-4%	45
- CCCCn1c(SCc2nc(N)nc(N3CCCCC3)n2)nc2c1c(=O)n(C)c(=O)n2C
 : -5%	3%	3%	-5	nt	7%	-11
- O=C(c1ccc(C(F)(F)F)cc1)N1CCCCC1
 : 27%	-4%	-9%	-3	nt	-6%	-14
- COc1ccc(N2C(=O)CCC(C(=O)N(C)CCc3ccccn3)C2c2ccc(OC)c(OC)c2)cc1 (configuration not stated)
 : 9%	0%	0%	-6	-16%	5%	13
- CC1CCN(C(=O)c2ccc(NS(=O)(=O)c3cccc4cccnc34)cc2)CC1
 : -17%	-4%	-2%	11	?	9%	6
- CCOc1ccccc1OCCCNCc1ccco1
 : -10%	12%	-5%	7	19%	-15%	12
- CN(CCOc1ccc(Cl)cc1)C(=O)CN1C(=O)NC2(CCCC2)C1=O
 : -2%	3%	nt	nt	-5%	?	nt
- C[C@]12C/C(=C/O)C(=O)C[C@@H]1CC[C@@H]1[C@@H]2CC[C@@]2(C)[C@H]1CC[C@]2(C)O
 : -23%	-2%	nt	nt	?	nt	nt
- CC(=O)Nc1ccc(S(=O)(=O)CCC(=O)O)cc1
 : 10%	-5%	1%	-3	?	10%	-13
- COc1ccc(Cc2nnc(NCCO)[nH]c2=O)cc1OC
 : 1%	-19%	-10%	-1	9%	18%	-5
- CCOc1ccccc1NC(=O)c1ccccc1NS(C)(=O)=O
 : 3%	-6%	12%	-3	-5%	-23%	2

Source: PubChem BioAssay (National Center for Advancing Translational Sciences (NCATS))
